Source: PubChem BioAssay (National Center for Advancing Translational Sciences (NCATS))
Epigenetic reg – epigenetic control regulation, reporter derepression | actives 0.2% (n = 280,000) | AID 1865 | murine LDR cells, GFP reporter derepression, 30 h | Potency, µM (titrated, usually from 53.9 µM), for inactives: at the top dose GFP activation, hits mostly activators; note: potency is the fitted concentration of half-maximal effect; % of control where 0% means no effect; nearly all actives have a fitted effect of over 60% in size
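Reporter derepression read as number of fluorescent GFP-positive objects, 20-120 um in size, counted by laser-scanning cytometer. Mouse LDR line with an epigenetically silenced CMV-GFP locus; compound incubation 30 h, 37 C.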
NPSR antag – antagonists of human neuropeptide S receptor cAMP signaling; CHO-NPSR cells, cAMP TR-FRET, antagonist mode; Potency, µM (doses to about 38.3 µM), without a hit: at the top dose activity change, negative = inhibition, most hits filed as inhibitors; Q6W5P4; actives 1% (n = 220,000); AID 1461; note: potency is the fitted concentration of half-maximal effect; % is set by controls: 0 for no effect and ±100 for the full control effect; nearly all actives have a fitted effect of over 50% in size; many of its hits are not listed in these tables
Target sequence (Q6W5P4 whole entry, looked up): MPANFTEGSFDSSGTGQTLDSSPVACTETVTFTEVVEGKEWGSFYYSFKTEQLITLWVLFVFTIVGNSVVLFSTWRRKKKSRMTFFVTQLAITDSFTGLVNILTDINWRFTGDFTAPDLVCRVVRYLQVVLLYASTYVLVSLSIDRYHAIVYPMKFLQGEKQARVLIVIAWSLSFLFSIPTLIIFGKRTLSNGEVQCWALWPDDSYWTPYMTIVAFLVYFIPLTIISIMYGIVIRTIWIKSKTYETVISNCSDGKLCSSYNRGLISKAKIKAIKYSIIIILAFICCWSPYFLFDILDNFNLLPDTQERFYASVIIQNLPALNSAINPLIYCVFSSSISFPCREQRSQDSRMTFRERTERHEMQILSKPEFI
LMNA splice mod – LMNA splicing modulation. HeLa LMNA splicing GFP/RFP minigene ratio, 48 h. Potency, µM (top dose mostly 46.1 µM), for the others: at the highest dose ratio change, negative = inhibition, hits mostly inhibitors. actives 0.01% (n = 200,000); active = well fitted inhibition curve with a large enough effect in the signal ratio, with a control signal flat, not every such curve was filed as active; inconclusive = small, poorly fitted or top-dose-only effect, or effect the other way, or a change in a side signal; the % refers to the signal ratio; note: potency is the fitted concentration of half-maximal effect; % is set by controls: 0 for no effect and ±100 for the full control effect
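S3 HeLa stable clones carrying a lamin A-EGFP splicing minigene plus DsRed2 were seeded at 600 cells/well in Opti-MEM with 2% FBS, pin-dosed and incubated 48 h at 37°C. Acumen cytometry (488 nm) gave the GFP/RFP total-intensity ratio.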
IMPase Li inh – IMPase inhibition in cells with lithium potentiation | Potency, µM (highest dose often 59.4 µM), without a hit: at the highest dose activity, negative = IMPase inhibition, actives largely listed as inhibitors | CHO-M1 cells, IP1 TR-FRET (IP-One), carbachol + lithium | actives 0.35% (n = 210,000) | AID 1457;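 note: IP1 builds up when IMPase is blocked and the TR-FRET signal falls; potency is the fitted concentration of half-maximal effect; plate controls were basal vehicle for no effect and high inhibitor control for full effect; nearly all actives have a fitted effect of over 50% in size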
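Lithium-sensitised IP1 accumulation assay; M1-expressing CHO cells treated 30 min at 37C with compound. Competitive antibody detection by time-resolved FRET followed a 10 min room-temperature lysis step.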
CBFb-RUNX1 inh – blocks binding between human CBF-beta and RUNX1; Potency, µM (highest dose often 59.8 µM), inactives show top-dose activity, negative = inhibition, actives largely listed as inhibitors; Q01196+Q13951; AlphaScreen CBFb-His/RUNX1-biotin binding, biochemical; 230,000 tested, under 10 active; note: % of control where 0% means no effect
Target sequence (Q01196 whole entry, looked up): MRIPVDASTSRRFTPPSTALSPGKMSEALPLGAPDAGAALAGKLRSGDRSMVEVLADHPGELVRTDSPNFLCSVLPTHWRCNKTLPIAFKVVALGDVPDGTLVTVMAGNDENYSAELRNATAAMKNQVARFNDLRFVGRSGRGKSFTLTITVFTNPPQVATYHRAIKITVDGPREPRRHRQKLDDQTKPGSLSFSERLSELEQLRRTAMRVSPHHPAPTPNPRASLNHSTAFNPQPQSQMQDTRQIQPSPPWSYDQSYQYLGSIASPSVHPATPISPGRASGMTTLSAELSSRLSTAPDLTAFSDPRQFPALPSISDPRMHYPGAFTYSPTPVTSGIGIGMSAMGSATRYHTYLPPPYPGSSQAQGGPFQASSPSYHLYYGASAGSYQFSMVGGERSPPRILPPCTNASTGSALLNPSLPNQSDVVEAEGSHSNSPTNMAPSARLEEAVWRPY
Target sequence (Q13951 whole entry, looked up): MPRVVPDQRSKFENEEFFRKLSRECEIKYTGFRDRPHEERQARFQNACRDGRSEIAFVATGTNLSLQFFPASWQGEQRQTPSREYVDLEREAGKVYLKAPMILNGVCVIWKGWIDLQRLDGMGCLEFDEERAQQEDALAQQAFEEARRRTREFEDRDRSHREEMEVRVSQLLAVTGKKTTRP
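Bead-based AlphaScreen assay; binding partners His-tagged CBF-beta and biotinylated RUNX1 at 30 nM each. Compound exposure 15 min after a 20-min protein preincubation; bead step 90 min; all steps at room temperature.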
KinaseGlo FLuc – Kinase-Glo luciferase inhibition (counter-screen); Q27757; Kinase-Glo luciferase, ATP luminescence, 8 min; Potency, µM (highest dose often 38.3 µM), for inactives: at the highest dose activity change, negative = inhibition, most hits filed as inhibitors; actives 0.28% (n = 200,000); AID 1379; note: potency is the fitted concentration of half-maximal effect; % is set by controls: 0 for no effect and ±100 for the full control effect; nearly all actives have a fitted effect of over 60% in size
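Substrate mix (final 50 mM imidazole pH 7.2, 50 mM KCl, 7 mM MgCl2, 10 uM ATP, 0.01% Tween 20, 0.05% BSA) plus pin-tool compound, then Kinase-Glo detection mix; 8 min ambient, luminescence read.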
HTT aggregate – inhibitors of mutant huntingtin aggregate formation in PC12 cells | Potency, µM (series often up to 46.1 µM), without a hit: at the top dose activity change, negative = inhibition, hits mostly inhibitors | PC12 HttQ103-GFP aggregates, Acumen cytometry, 40 h | AID 1688 | actives 1.1% (n = 220,000); note: potency is the fitted concentration of half-maximal effect; % is set by controls: 0 for no effect and ±100 for the full control effect; nearly all actives have a fitted effect of over 60% in size
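Huntingtin Q103 exon 1–GFP aggregates in induced PC12 cells (100 nM tebufenozide) were quantified by cytometry from lysates, with compounds dosed in titration.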
Numbers without * were called inactive; ? = inconclusive; . = not tested or not shown; [ ] = another dose, or the depositor's remark. Unless noted, calls come from the whole dose curve; as a rule, active = well fitted curve in the direction sought with a large enough effect; inconclusive = small, poorly fitted or top-dose-only effect, or another doubt; inactive = no such curve, though single readings can be large; an effect the other way counts as inactive or inconclusive. The list is partial; count on the stated rates, not on these rows.

SMILES,Epigenetic reg,NPSR antag,LMNA splice mod,IMPase Li inh,CBFb-RUNX1 inh,KinaseGlo FLuc,HTT aggregate
COc1ccc2c(c1)c(C(=O)CN1CCN(Cc3ccccc3)CC1)c(C)n2C,2.7%,7%[7.67 µM],.,.,2%,.,5%[9.22 µM]
C/C(=N\NC(=O)c1ccc(Cn2cc(Br)cn2)o1)c1cccc(NC(=O)C(C)C)c1,0.1%,-8%,?,3%,7%,4%,-1%
CC(/C=N/NC(=O)CNc1n[nH]c(=O)[nH]c1=O)c1ccccc1 (configuration not stated),3.0%,-16%,.,.,?,.,6%[9.22 µM]
O=C(O)CNc1nc(-c2ccccc2)c2cc([N+](=O)[O-])ccc2n1,-1.0%,1%,-13%,5%,-1%,1%,6%
CC1(C)Cc2ccccc2-c2nnc(C(F)(F)F)n21,0.0%,13%,-8%,1%,1%,5%,-10%
CCCCNC(=S)NNC(=O)c1ccco1,-0.8%,5%[46.1 µM],-1%,13%,3%,4%,-4%
Cc1cc2ccccc2n1CCNC(=O)Cc1ccccc1,0.0%,-13%[46.1 µM],-10%,27%[38.3 µM],4%,-1%,-1%
COc1ccc(N2C(=O)CC2(C#N)c2ccc(OCc3ccccc3)cc2)cc1 (configuration not stated),0.0%,-34%,?,11%,21%,4%,7%
O=C(CSc1oc(-c2ccco2)nc1S(=O)(=O)c1ccc(Cl)cc1)NCC1CCCO1 (configuration not stated),0.8%,-13%[46.1 µM],3%,-8%[38.3 µM],1%,-6%,21%
Cc1ccc(S(=O)(=O)N2CCOCC2)cc1C(=O)NCc1cccnc1,0.0%,22%[46.1 µM],5%,19%[38.3 µM],4%,-5%,12%
c1nc(NCCN2CCOCC2)c2sc3nc(N4CCOCC4)c4c(c3c2n1)CCC4,-0.9%,-8%[46.1 µM],?,4%[38.3 µM],-11%,2%,0%
O=C1Nc2ccc(Br)cc2C1(O)Cc1ccccn1 (configuration not stated),-1.0%,7%,-2%,14%,-2%,2%,4%

Reprinted from the entries so far (three entries):
SMILES,Epigenetic reg,NPSR antag,LMNA splice mod,IMPase Li inh,CBFb-RUNX1 inh,KinaseGlo FLuc,HTT aggregate
CC1(C)Cc2ccccc2-c2nnc(C(F)(F)F)n21,0.0%,13%,-8%,1%,1%,5%,-10%
CCCCNC(=S)NNC(=O)c1ccco1,-0.8%,5%[46.1 µM],-1%,13%,3%,4%,-4%
Cc1cc2ccccc2n1CCNC(=O)Cc1ccccc1,0.0%,-13%[46.1 µM],-10%,27%[38.3 µM],4%,-1%,-1%

An excerpt from above with just CBFb-RUNX1 inh:
molecule	CBFb-RUNX1 inh
O=C(O)CNc1nc(-c2ccccc2)c2cc([N+](=O)[O-])ccc2n1	-1%
COc1ccc(N2C(=O)CC2(C#N)c2ccc(OCc3ccccc3)cc2)cc1 (configuration not stated)	21%

(list continues)
SMILES,Epigenetic reg,NPSR antag,LMNA splice mod,IMPase Li inh,CBFb-RUNX1 inh,KinaseGlo FLuc,HTT aggregate
CC(=O)c1cccc(NC(=O)c2cc(-c3ccc(C)cc3)on2)c1,-0.8%,-7%[46.1 µM],8%,-30%[38.3 µM],4%,0%,-5%
Cc1ccc(NC(=O)CSc2nnc(-c3cccnc3)n2-c2ccc(C)cc2)cc1,0.0%,-11%[46.1 µM],-1%,12%,0%,-3%,-11%
Cc1ccc(O)c(C2=Nc3ccccc3N=C(c3cccs3)C2)c1,-0.3%,-14%,?,4%,?,-1%,-20%
Cc1ccc(NC(=O)CCN2CCN(C/C=C/c3ccccc3)CC2)cc1,0.0%,1%[46.1 µM],-13%,29%[38.3 µM],-6%,0%,15%
O=C(CSc1ccccn1)Nc1ccc2ccccc2c1,17%,-10%,6%[46 µM],4%,19%,-3%,7%[9.22 µM]
CN(C(=S)NC(=O)c1ccccc1)c1c(N)n(Cc2ccccc2)c(=O)[nH]c1=O,-1.5%,12%,.,.,15%,.,-9%[9.22 µM]
Cc1cnn(Cc2cccnc2)c1N,-0.4%,14%,.,.,12%,.,-15%[9.22 µM]
Cc1ccc(Nc2nc(=O)[nH]nc2C)cc1,0.1%,-11%[46.1 µM],-1%,30%[activator][38.3 µM],3%,1%,-10%
CCCCNCC(=O)Nc1sc(C)c(C)c1C(=O)OCC,-2.0%,-10%[46.1 µM],-8%,-2%,18%,-3%,2%
CCCOc1ccc(-c2nnn(CC(=O)c3c[nH]c4ccccc34)n2)cc1,0.9%,-8%[46.1 µM],4%,19%[38.3 µM],2%,-1%,5%
C/C(=N/NC(=O)c1ccc(Br)o1)C(C)C,0.0%,7%,-3%,-8%,10%,-2%,8%
CCCc1nc2oc3c(OC)ncnc3c2c2c1COC(C)(C)C2,1.4%,-9%[46.1 µM],14%,34%[activator][38.3 µM],0%,-1%,-5%
OCC1(Cc2cccc(Cl)c2)CCCN(Cc2cnn(-c3ccccc3)c2)C1 (configuration not stated),2.3%,32%,-6%[46 µM],19%,-3%,1%,2%[9.22 µM]
CC1(C)Cc2c(c(N3CCOCC3)nc3sc4c(NN)ncnc4c23)CS1,-0.7%,-17%[46.1 µM],?,31%[activator][38.3 µM],-2%,19%,?
CCn1c(Cn2nnc(-c3ccccc3)n2)nnc1SCc1ccc(Cl)c(Cl)c1,0.9%,-24%[46.1 µM],-4%,5%[38.3 µM],12%,-1%,?
Cc1ccc(N2C(=O)c3ccccc3C2=O)cc1C,-1.7%,-11%,0%,10%,13%,-3%,-5%
COc1ccc2c(=O)c(OC)c(-c3ccccc3)oc2c1,1.3%,.,24%,4%,.,-2%,.
Cc1ccc(S(=O)(=O)N(C)Cc2ccc(C(=O)N/N=C3\CCCC(=O)C3)cc2)cc1,-4.1%,7%,?,1%,-8%,2%,-7%
Cc1nn(C)c(C(=O)Sc2cccc(Cl)c2)c1[N+](=O)[O-],?,-53%,.,.,7%,.,-19%[9.22 µM]
CCc1nccn1S(=O)(=O)c1ccc2ccc(C)cc2c1,-6.9%,0%[46.1 µM],-9%,4%,6%,2%,-7%
Cc1ccc(NC(=O)c2cncc(Br)c2)c(O)c1,1.1%,-2%,15%[46 µM],0%,4%,-1%,-34%[9.22 µM]
CCn1c(CSc2ncccn2)nnc1SCC(=O)N1c2ccccc2CC1C (configuration not stated),0.9%,3%[46.1 µM],8%,26%[38.3 µM],2%,-2%,11%
CCCC1CCC(C(=O)Nn2c(C)nc3ccccc3c2=O)CC1 (configuration not stated),-2.0%,-3%[46.1 µM],-7%,-3%,4%,-2%,-4%
CSc1nc2c(c(=O)[nH]1)C(c1ccccc1Cl)CC(=O)N2 (configuration not stated),1.1%,-10%,-23%[9.22 µM],-6%,7%,-4%,27%
CCc1nc(SCC(=O)N2c3ccccc3Sc3ccccc32)c2ccccc2n1,-1.8%,?,?,-1%[38.3 µM],4%,-3%,21%
O=C(N/N=C/c1c(Cl)nc2ccccn2c1=O)c1cccnc1,0.8%,58%,.,.,-8%,.,5%[9.22 µM]
CC(C)Oc1ccc(NC(=O)c2ccncc2)cc1,-1.1%,6%[46.1 µM],?,17%[38.3 µM],0%,-7%,-29%
CCc1oc(C(=O)O)cc1CN(CC)CC,0.0%,4%[46.1 µM],3%,-17%[38.3 µM],3%,-2%,16%
Cc1nn(-c2ccccc2)c(Cl)c1C1C(C#N)=C(N)Oc2c1c(C)nn2-c1ccccc1 (configuration not stated),0.0%,-13%[46.1 µM],-16%,1%[38.3 µM],-7%,-5%,32%
O=C(CSc1nc2ccccc2c(=O)n1-c1ccccc1)N1CCCc2ccccc21,0.0%,-23%[46.1 µM],-4%,.,0%,.,23%
CCOc1ccc(-c2cc(C(=O)OC)nc3c2c(=O)n(C)c(=O)n3C)cc1,0.1%,-24%,.,.,9%,.,-11%[9.22 µM]
Cc1csc(NC(=O)c2ccc(S(C)(=O)=O)cc2)n1,0.0%,22%,-10%[46 µM],3%,10%,-4%,-1%
CCCC(C(=O)NC1CCCC1)N(C(=O)Cn1nnc(-c2ccc(C)o2)n1)C1CCCC1 (configuration not stated),0.2%,-16%[46.1 µM],7%,7%[38.3 µM],-9%,-4%,16%
Fc1cccc(Cl)c1/C=N/Nc1ccccn1,-3.4%,7%,-13%[46 µM],13%,10%,-2%,7%
COC(=O)Nc1nc(-c2ccc(F)cc2)c(C)s1,-0.2%,5%,-19%[46 µM],2%,-7%,0%,8%
O=C(O)CSC(NC(=O)c1cccnc1)(C(F)(F)F)C(F)(F)F,0.0%,-10%[46.1 µM],-1%,1%[38.3 µM],11%,1%,-11%

Four of the entries above in order of the NPSR antag value, lowest first.
| canonical_smiles | Epigenetic reg | NPSR antag | CBFb-RUNX1 inh | HTT aggregate |
| --- | --- | --- | --- | --- |
| COc1ccc(N2C(=O)CC2(C#N)c2ccc(OCc3ccccc3)cc2)cc1 (configuration not stated) | 0.0% | -34% | 21% | 7% |
| CCOc1ccc(-c2cc(C(=O)OC)nc3c2c(=O)n(C)c(=O)n3C)cc1 | 0.1% | -24% | 9% | -11%[9.22 µM] |
| Cc1ccc(O)c(C2=Nc3ccccc3N=C(c3cccs3)C2)c1 | -0.3% | -14% | ? | -20% |
| O=C(O)CNc1nc(-c2ccccc2)c2cc([N+](=O)[O-])ccc2n1 | -1.0% | 1% | -1% | 6% |

The list goes on.
SMILES,Epigenetic reg,NPSR antag,LMNA splice mod,IMPase Li inh,CBFb-RUNX1 inh,KinaseGlo FLuc,HTT aggregate
CCC1CCCCN1CCNC(=O)CNS(=O)(=O)c1ccc2nc(C)sc2c1 (configuration not stated),-1.1%,-10%[46.1 µM],15%,20%[38.3 µM],2%,-4%,11%
COc1ccc(CC(NC(C)=O)C(=O)NC2CCN(S(=O)(=O)c3ccccc3)CC2)cc1OC (configuration not stated),5.3%,-1%[46.1 µM],7%,-7%[38.3 µM],1%,-2%,-6%
CC(=O)Nc1cccc(-n2nnc(SCC(=O)Nc3ccc(F)c(Cl)c3)n2)c1,2.4%,6%[7.67 µM],.,.,2%,.,-23%[9.22 µM]
Cc1ccc2[nH]cc(CCCN3C(=O)c4ccccc4C3=O)c2c1,-1.0%,-19%,?,0%,-7%,2%,?
CCOC(=O)/C(C#N)=C/c1cn(CCC(=O)O)nc1-c1cccc(Br)c1,2.2%,-39%,-3%[46 µM],16%,7%,-1%,12%
O=C(Cc1ccc(-n2c(=S)[nH]c3ccccc3c2=O)cc1)N1CCN(c2ccccc2)CC1,-1.0%,-22%[46.1 µM],4%,18%[38.3 µM],-6%,-3%,14%
